From PubChem
12-LOX inh = blocks human arachidonate 12S-lipoxygenase. P18054. purified 12hLO, xylenol orange hydroperoxide absorbance. Potency, µM (titrated, usually from 108 µM), for the others: at the top dose activity change, negative = inhibition, usual class: inhibitors. 580,000 tested, 1.1% active. AID 1671190; note: potency is the fitted concentration of half-maximal effect; % is set by controls: 0 for no effect and ±100 for the full control effect
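Purified human 12hLO at 150 nM in 25 mM Hepes, 0.01% Triton X-100, pH 7.0, preincubated 15 min at room temperature with compound. Reaction started with 40 uM arachidonic acid, 30 min at room temperature. Hydroperoxide measured by Fe-xylenol orange, 573/405 nm absorbance ratio.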
PI4K2A inh = blocks human PI4K2A kinase activity; Q9BTU6; purified PI4K2A, ADP-Glo luminescence, 1 h; active compounds read low; activity change, negative = inhibition, % at 76.9 µM; 420,000 tested, 0.13% active; AID 1346378; in the data active = activity change below about -50%; inconclusive = mostly about -30% to -49%;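 note: -100% = wells without enzyme as full effect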
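Compounds are screened against recombinant PI4K2A using PI as substrate and ATP, the latter dispensed at 300 microM. Reactions run one hour at ambient temperature before ADP-Glo detection; full inhibition defined by wells lacking enzyme.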
RGS4 inh = inhibitors of human regulator of G protein signaling 4; P49798; 390,000 tested, 0.039% active; Potency, µM (series often up to 114 µM), for inactives: top-dose activity change, negative = inhibition, usual class: inhibitors; Transcreener GDP fluorescence polarization, RGS4-accelerated GTP hydrolysis; note: potency is the fitted concentration of half-maximal effect; % is set by controls: 0 for no effect and ±100 for the full control effect; nearly all actives have a fitted effect of over 75% in size; some results filed as inactive show a strong effect at the top dose
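MLSMR compounds (23 nl, pin-transferred) preincubated 10 min at room temperature with a 500nM (2x) first reagent, then RGS4 at 900nM (2x) plus Transcreener GDP mix added; fluorescence polarization (620/688 nm) read before and after 90 min at 30 °C.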
ERG Ets-DNA blk = inhibitors of human ERG Ets domain-DNA interaction. fluorescence polarization, His-ERG Ets domain / labelled DNA. Potency, µM (doses to about 76.9 µM), for inactives: at the top dose FP activity, negative = inhibition, most hits filed as inhibitors. 370,000 tested, 0.028% active. AID 624246. P11308; active = well fitted inhibition curve with a large enough effect in the polarisation, with a control signal flat; inconclusive = small, poorly fitted or top-dose-only effect, or effect the other way, or a change in a side signal; inactive = no such curve, though single readings can be large or run the other way; the % refers to the polarisation;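 note: polarization taken with two DNA probes labelled with fluorescein and Texas red; potency is the fitted concentration of half-maximal effect; % of control where 0% means no effect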
Target sequence (P11308 whole entry, looked up, the tested form may be a part): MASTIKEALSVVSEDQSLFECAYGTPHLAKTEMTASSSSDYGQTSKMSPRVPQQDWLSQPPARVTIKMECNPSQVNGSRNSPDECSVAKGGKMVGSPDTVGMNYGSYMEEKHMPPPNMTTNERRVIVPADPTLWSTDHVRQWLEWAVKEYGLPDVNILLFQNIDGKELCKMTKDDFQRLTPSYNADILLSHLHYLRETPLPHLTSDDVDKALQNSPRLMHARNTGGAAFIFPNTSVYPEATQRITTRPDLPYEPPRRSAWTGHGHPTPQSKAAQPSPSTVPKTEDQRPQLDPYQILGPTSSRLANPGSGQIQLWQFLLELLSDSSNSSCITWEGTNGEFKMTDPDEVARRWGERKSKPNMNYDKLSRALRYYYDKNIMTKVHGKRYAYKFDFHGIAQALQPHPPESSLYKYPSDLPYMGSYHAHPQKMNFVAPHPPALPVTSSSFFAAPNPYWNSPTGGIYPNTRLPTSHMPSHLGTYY
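His-tagged ERG Ets domain (1 uM in the protein solution; 300mM KCl, 50mM Tris-HCl, 1mM EDTA, 1mM DTT, pH 7.5) received compound, then a probe mix of 5 nM fluorescein-DNA and 100nM Texas-615-DNA. Fluorescence polarization was read for both dyes.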
BAZ2B inh = BAZ2B (human) inhibition | Q9UIF8 | Potency, µM (top dose mostly 114 µM), without a hit: at the top dose activity change, negative = inhibition, actives largely listed as inhibitors | 360,000 tested, 4.4% active | AlphaScreen BAZ2B-H3K14Ac peptide displacement; note: potency is the fitted concentration of half-maximal effect; % is set by controls: 0 for no effect and ±100 for the full control effect; nearly all actives have a fitted effect of over 60% in size
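Compounds, titrated to a top concentration of 110 uM, were incubated 30 min at room temperature with preformed BAZ2B/acetyl-K14 H3 peptide complex (50 nM each). Proximity signal was measured by AlphaScreen after 20 min with beads.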
GLS inhibitor = glutaminase GLS (human) inhibition | O94925 | GLS enzymatic activity, qHTS titration | Potency, µM (series often up to 45.5 µM), inactives show at the highest dose activity change, negative = inhibition, most hits filed as inhibitors | 410,000 tested, 0.21% active | AID 624170; note: potency is the fitted concentration of half-maximal effect; % is set by controls: 0 for no effect and ±100 for the full control effect
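Glutamate formation by hKGA was monitored fluorometrically using coupled glutamate oxidase, HRP and Amplex Red. Substrate was added as 1 mM L-glutamine solution; incubation was 30 min at RT after an initial read.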
HP1b chromo inh = blocks HP1-beta chromodomain binding to methylated histone tails; AlphaScreen HP1-beta / biotin-H3K9me3 peptide binding; AID 540317; Potency, µM (titrated, usually from 114 µM), without a hit: at the highest dose activity change, negative = inhibition, usual class: inhibitors; 390,000 tested, 0.56% active; P83916; note: potency is the fitted concentration of half-maximal effect; nearly all actives have a fitted effect of over 70% in size; inactives centre near 23
Target sequence (P83916 whole entry, looked up): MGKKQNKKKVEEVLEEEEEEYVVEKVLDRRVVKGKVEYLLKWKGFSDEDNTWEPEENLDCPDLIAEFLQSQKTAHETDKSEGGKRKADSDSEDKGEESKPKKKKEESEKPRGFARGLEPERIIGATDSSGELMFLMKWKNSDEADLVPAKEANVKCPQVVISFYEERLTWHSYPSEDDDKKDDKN
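Compound inhibition of the preformed complex between 50 nM HP1-beta and 50 nM biotinylated H3K9me3 peptide was read by AlphaScreen. Buffer was PBS pH 7.4 with 0.01% Tween-20. Incubations ran 30 min at room temperature, with 10 ug/mL donor/acceptor beads.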
G9a block = G9a (human) methyltransferase inhibition; Q96KQ7; Potency, µM (top dose mostly 102 µM), for the others: at the top dose activity, negative = inhibition, most hits filed as inhibitors; G9a H3K9 monomethylation, AlphaScreen, 2 h; 350,000 tested, 8.8% active; AID 504332; note: potency is the fitted concentration of half-maximal effect; % is set by controls: 0 for no effect and ±100 for the full control effect; nearly all actives have a fitted effect of over 75% in size
Target sequence (Q96KQ7 913-1193 limits assumed): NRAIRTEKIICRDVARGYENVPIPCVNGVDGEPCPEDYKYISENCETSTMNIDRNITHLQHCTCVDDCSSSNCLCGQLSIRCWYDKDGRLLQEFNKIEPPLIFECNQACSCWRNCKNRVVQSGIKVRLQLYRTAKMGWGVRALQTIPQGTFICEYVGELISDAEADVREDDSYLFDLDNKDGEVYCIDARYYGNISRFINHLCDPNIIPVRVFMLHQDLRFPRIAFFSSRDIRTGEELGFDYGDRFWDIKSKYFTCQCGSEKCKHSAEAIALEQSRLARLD
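AlphaScreen read-out: biotin-H3K9 peptide (500 nM) methylation by 20 nM enzyme with 20 uM SAM, 2 h at room temperature after 15 min compound preincubation; anti-monomethyl H3K9 antibody plus donor/acceptor beads, 10 min dark.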
JMJD2A Tudor = JMJD2A Tudor domain (human) inhibition; 390,000 tested, 4.4% active; O75164; AlphaScreen JMJD2A-Tudor / H3K4me3 peptide binding; Potency, µM (titrated, usually from 114 µM), for the others: at the top dose activity change, negative = inhibition, usual class: inhibitors; AID 504339; note: potency is the fitted concentration of half-maximal effect; % is set by controls: 0 for no effect and ±100 for the full control effect; nearly all actives have a fitted effect of over 50% in size
* marks the source's active call; other numbers are inactive results; ? = inconclusive; . = not tested or not shown; & = joins results of further samples; [ ] = another dose, or the depositor's remark. Unless noted, calls come from the whole dose curve; as a rule, active = well fitted curve in the direction sought with a large enough effect; inconclusive = small, poorly fitted or top-dose-only effect, or another doubt; inactive = no such curve, though single readings can be large; an effect the other way counts as inactive or inconclusive. The list is partial. The share of hits here may be higher or lower than overall.

SMILES	12-LOX inh	PI4K2A inh	RGS4 inh	ERG Ets-DNA blk	BAZ2B inh	GLS inhibitor	HP1b chromo inh	G9a block	JMJD2A Tudor
O=C(CSc1cn(CCNC(=O)c2ccccc2F)c2ccccc12)Nc1ccc(F)cc1	0.0%	2.6	-23.8%	5.0%	-13.9%	7.8%	41.7%[activator]	7.4%[59 µM]	4.1%
NC(=O)CC(NC(=O)c1ccccc1)c1ccc(NCCc2cccc(F)c2)c([N+](=O)[O-])c1 (configuration not stated)	4.0%	-3.5	12.8%	0.6%	-32.8%	0.8%	-5.1%	-28.7%[12.7 µM]	?
CCOC(=O)Cn1c(=O)oc2cc(S(=O)(=O)N(C)c3ccc(OC)cc3)ccc21	-15.4%	1.9	26.4%	-1.5%	-2.6%	3.2%	-1.5%	5.2%	-16.7%
C[C@H](CO)N1C[C@H](C)[C@@H](CN(C)C(=O)NC2CCCCC2)Oc2ccc(NC(=O)C3CCCCC3)cc2C1=O	3.7%	-0.6	21.4%	3.0%	.	2.4%	24.7%	.	-9.2%
Cc1ccc(C(=O)C(C)OC(=O)CCS(=O)(=O)c2ccc(C)cc2)cc1 (configuration not stated)	1.1%	-2.3	0.3%	.	5.5%	9.4%	67.1%	20.1%[59 µM]	-1.4%
Cc1[nH]nc2c1C(c1cccs1)C1=C(CC(C)(C)CC1=O)N2 (configuration not stated)	17.5%	0.9	-41.3%	-0.8%	-20.4%	-9.1%	24.9%	29.5%[12.7 µM]	-15.8%
O=C(NCc1ccccc1Br)c1ccc(-n2cnc3cccnc32)cc1	-8.2%	-1.2	-29.7%	0.6%	-31.9%	-7.1%	37.0%	-18.2%[59 µM]	?
CC1(C)Cc2c(sc(/N=C/N3CCOCC3)c2C#N)C(C)(C)N1	-13.1%	1.9	-10.1%	-10.3%	-4.5%	0.3%	32.0%	?	-3.4%
O=C(Cc1ccc(NS(=O)(=O)c2ccc(F)cc2)cc1)NCc1cccnc1	-6.5%	-0.5	9.2%	-0.6%	5.4%	?	17.5%	-14.4%	4.1%
CCCN1CNC(=S)N(c2ccccc2OCC)C1	7.8%	-0.7	3.6%	11.4%	-3.4%	10.2%	17.8%	26.7%[59 µM]	-2.7%
Cc1cccc2c1-c1sc(C(=O)N3CCN(c4ccccc4)CC3)cc1CO2	-4.4%	1.9	25.7%	1.1%	-0.5%	-13.7%	48.4%[activator]	2.6%[59 µM]	-1.5%
CCOC(=O)c1ccc(CN(Cc2ccc(OC)cc2)S(=O)(=O)c2cccc(C(F)(F)F)c2)cc1	-12.1%	-2.4	16.8%	1.6%	-6.1%	10.8%	33.7%[activator]	23.5%[59 µM]	7.3%
CCOC(=O)C1CCN(C(=O)Nc2ccccc2Cl)CC1	0.0%	-0.1	13.6%	-3.6%	10.6%	-12.6%	11.5%	8.1%	-15.0%
O=C(N/N=C\c1ccncc1)c1ccc(Br)s1	495.1%[activator]	1.4	-2.5%	-13.4%	-14.5%	-16.9%	53.2%[activator]	66.0%[activator]	-11.0%
O=C(COC(=O)c1n[nH]c(=O)c2ccccc12)Nc1ccccc1	?	-1.3	19.9%	-1.8%	8.5%	-9.6%	18.2%	?	-9.0%
Cc1ccc(-c2nc(CN(C)C)cc(CN(C)C)c2O)cc1	0.0%	0.0	0.8%	-4.9%	?	33.9%[activator]	26.7%	50.1µM*	?
CCOC(=O)N1CCN(C(=O)c2cnc3n(c2=O)CCS3)CC1	?	-14.6	4.5%	-0.3%	-6.2%	10.7%	26.6%	-2.6%	-3.8%
CCc1ccc(OC(C)C(=O)N2CCC(c3nc4ccccc4s3)CC2)cc1 (configuration not stated)	?	-1.2	40.0%	-2.1%	15.4%	-0.5%	53.7%[activator]	?	7.0%
O=C(O)c1ccc(CSc2nc3ccc(NC(=O)c4ccccc4C(=O)O)cc3s2)cc1	-6.8%	-5.0	-25.0%	-5.9%	?	-2.9%	72.8%[activator]	44.7µM*	-33.0%
CC(C)Nc1ccc(C(CC(N)=O)NC(=O)c2ccc(Br)cc2)cc1[N+](=O)[O-] (configuration not stated)	-8.6%	2.5	-8.4%	-5.2%	-8.6%	-5.2%	22.7%	-14.8%[12.7 µM]	-8.5%
Cc1cc(C(F)F)n2nc(C(=O)Nc3cc(Cl)ccc3C)nc2n1	-24.8%	-7.0	-19.2%	6.0%	-0.2%	10.2%	32.6%	-0.1%[59 µM]	-3.4%
CSc1ccccc1NC(=O)COC(=O)CCCOc1ccc(C)cc1	3.9%	2.2	6.6%	4.8%	98.0%[activator]	10.3%	132.0%[activator]	61.2%[activator]	71.7%[activator]
Cc1cc(C)c(NC(=S)N2CCN(c3ccc([N+](=O)[O-])cn3)CC2)cc1C	-0.8%	-0.3	15.8%	-0.7%	-8.3%	10.4%	18.2%	21.5%	-11.3%
C=CCSC1=N/C(=C\c2cccnc2)C(=O)N1c1ccc(OC)cc1	-7.6%	4.0	-6.5%	.	-5.3%	2.9%	52.8%[activator]	22.6%[59 µM]	3.4%
Cc1oc2c(cc(NS(=O)(=O)c3ccc(F)cc3)c3ccccc32)c1C(=O)O	?	-12.5	-7.8%	12.8%	-32.3%	0.0%	?	?	-35.0%
CC(=O)c1c(C)oc2ccc(NS(=O)(=O)c3ccc(C(=O)O)cc3)cc12	-8.9%	-0.8	-6.6%	3.8%	-13.9%	2.6%	22.3%	1.0%[59 µM]	-11.2%
CCc1ccccc1NC(=O)N1CCc2cc(OC)c(OC)cc2C1CC(=O)OC (configuration not stated)	?	-2.6	21.8%	-1.4%	-27.5%	-12.6%	17.6%	-3.9%[59 µM]	-11.6%
Cc1csc(SC(C)C(=O)NCc2ccc3c(c2)OCO3)n1 (configuration not stated)	-4.2%	6.2	-12.4%	-0.5%	4.6%	-13.5%	31.9%	9.2%	-4.5%
N#Cc1c(Nc2ccccc2)c(/C=N/N=C/c2ccccc2)c[nH]c1=O	2.3%	-0.6	-31.9%	7.3%	3.0%	-13.9%	36.5%	13.1%[59 µM]	1.0%
COc1ccc(C(=O)NCC(C)(C)CNC(=O)c2ccc(OC)c(OC)c2)cc1OC	141.6%[activator]	8.9	-4.1%	-4.8%	.	-1.4%	34.5%	.	-11.9%

Shown in CSV form: entries from further up
structure,12-LOX inh,PI4K2A inh,RGS4 inh,ERG Ets-DNA blk,BAZ2B inh,GLS inhibitor,HP1b chromo inh,G9a block,JMJD2A Tudor
COc1ccc(C(=O)NCC(C)(C)CNC(=O)c2ccc(OC)c(OC)c2)cc1OC,141.6%[activator],8.9,-4.1%,-4.8%,.,-1.4%,34.5%,.,-11.9%
CSc1ccccc1NC(=O)COC(=O)CCCOc1ccc(C)cc1,3.9%,2.2,6.6%,4.8%,98.0%[activator],10.3%,132.0%[activator],61.2%[activator],71.7%[activator]

More compounds:
SMILES	12-LOX inh	PI4K2A inh	RGS4 inh	ERG Ets-DNA blk	BAZ2B inh	GLS inhibitor	HP1b chromo inh	G9a block	JMJD2A Tudor
CSCCC(=O)N1CCCC(N2CCN(c3cccc(C(F)(F)F)c3)CC2)C1 (configuration not stated)	486.0%[activator]	0.4	4.5%	0.1%	-6.0%	2.2%	9.8%	.	-20.3%
CCC(C(=O)NCCc1ccc(OC)c(OC)c1)n1nc(C)n2c(cc3occc32)c1=O (configuration not stated)	30.6%[activator]	0.2	-1.6%	1.6%	-9.2%	-1.3%	49.7%[activator]	17.8%	-9.7%
CCOC(=O)N1CCC(NC(=O)c2ccc(NC(=O)C3CCCO3)cc2)CC1 (configuration not stated)	-21.0%	1.0	-4.8%	-0.9%	2.6%	-15.6%	3.2%	13.8%[2.33 µM]	-16.7%
NC12CC3CC(C1)CC(CC(=O)O)(C3)C2	-11.1%	-1.4	15.1%	2.5%	-4.7%	8.0%	10.7%	-4.3%	-9.3%
Cc1ccc(C(=O)N/N=C/c2ccc(-c3ccc(Br)cc3[N+](=O)[O-])o2)o1	-18.7%	-5.1	?	-5.3%	?	-5.1%	-29.8%	.	?
COc1cccc(-c2csc3nnc(SCC(=O)NCc4cccs4)n23)c1	14.4%	0.2	16.1%	-7.7%	-5.8%	0.7%	27.6%	-6.0%	-19.7%
CC1(C)CC[C@]2(C(=O)O[C@@H]3O[C@H](CO)[C@@H](O)[C@H](O)[C@H]3O)CC[C@]3(C)C(=CCC4[C@@]5(C)CC[C@H](O[C@@H]6O[C@H](C(=O)O)[C@@H](O[C@H]7OC[C@@H](O)[C@@H](O)[C@@H]7O)[C@H](O)[C@H]6O)C(C)(C)C5CC[C@]43C)[C@@H]2C1 (some centres not stated)	-16.8%	0.2	-9.4%	6.4%	.	?	34.0%	.	-8.3%
Cc1cc(C)n2nc(SCC(=O)Nc3ccccc3C)nc2n1	0.5%&6.5%	-1.7&-3.3	-0.3%&-9.0%	-5.4%&-11.5%	-11.1%&8.1%	1.0%&7.6%	18.8%&-2.1%	-9.9%	-12.7%&-6.1%
CCOc1ccc(-c2nnn(CC(=O)Nc3cccc(OC)c3)n2)cc1OCC	20.6%	-4.9	-2.9%	.	-5.1%	-1.4%	11.3%	-29.2%	-3.9%
CCCN(CCC)C(=O)c1cn(C)c2ccc(S(=O)(=O)N3CCCC3)cc2c1=O	17.2%	4.4	-19.4%	2.3%	2.2%	6.3%	47.9%[activator]	.	4.3%
Cc1c(Cl)c(=O)oc2cc(OCC(=O)NCc3cccs3)ccc12	-12.7%&-2.2%	2.3	-29.9%	-1.6%	3.6%	-15.8%	25.0%	16.2%[59 µM]	-7.7%
